# hgDAF-12 ag – agonists of H. glycines DAF-12 nuclear receptor; HEK293 GAL4-hgDAF12 UAS-luciferase reporter, agonist luminescence; normalized to butyrate control; activation, % at 6.8 µM; 370,000 compounds, 1.8% hits; AID 687014;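 active = activation above a cutoff set at the mean of all screened compounds plus 3 SD, cut at about 10% in these data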;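 note: 0% = DMSO wells and 100% = sodium butyrate wells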
# SMARCA2 activ – increases SMARCA2 function in MMTV reporter cells. MG213 cells, MMTV-luciferase reporter, dexamethasone, overnight. activation, % at 9.1 µM. 370,000 compounds, 1% hits. AID 652017; in the data active = activation above about 7.8%;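 note: 0% = vehicle wells and 100% = reference activator wells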
# PLCb3 inh – inhibitors of human phospholipase C beta3; Q01970; inhibition, % at 12.2 µM; 370,000 compounds, 0.18% hits; AID 720704; Purified PLC-beta3, fluorogenic substrate, fluorescence; in the data active = inhibition above about 11%;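 note: 0% = median of compound wells on plate and 100% = full blocker control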
# Target sequence (Q01970 whole entry, looked up): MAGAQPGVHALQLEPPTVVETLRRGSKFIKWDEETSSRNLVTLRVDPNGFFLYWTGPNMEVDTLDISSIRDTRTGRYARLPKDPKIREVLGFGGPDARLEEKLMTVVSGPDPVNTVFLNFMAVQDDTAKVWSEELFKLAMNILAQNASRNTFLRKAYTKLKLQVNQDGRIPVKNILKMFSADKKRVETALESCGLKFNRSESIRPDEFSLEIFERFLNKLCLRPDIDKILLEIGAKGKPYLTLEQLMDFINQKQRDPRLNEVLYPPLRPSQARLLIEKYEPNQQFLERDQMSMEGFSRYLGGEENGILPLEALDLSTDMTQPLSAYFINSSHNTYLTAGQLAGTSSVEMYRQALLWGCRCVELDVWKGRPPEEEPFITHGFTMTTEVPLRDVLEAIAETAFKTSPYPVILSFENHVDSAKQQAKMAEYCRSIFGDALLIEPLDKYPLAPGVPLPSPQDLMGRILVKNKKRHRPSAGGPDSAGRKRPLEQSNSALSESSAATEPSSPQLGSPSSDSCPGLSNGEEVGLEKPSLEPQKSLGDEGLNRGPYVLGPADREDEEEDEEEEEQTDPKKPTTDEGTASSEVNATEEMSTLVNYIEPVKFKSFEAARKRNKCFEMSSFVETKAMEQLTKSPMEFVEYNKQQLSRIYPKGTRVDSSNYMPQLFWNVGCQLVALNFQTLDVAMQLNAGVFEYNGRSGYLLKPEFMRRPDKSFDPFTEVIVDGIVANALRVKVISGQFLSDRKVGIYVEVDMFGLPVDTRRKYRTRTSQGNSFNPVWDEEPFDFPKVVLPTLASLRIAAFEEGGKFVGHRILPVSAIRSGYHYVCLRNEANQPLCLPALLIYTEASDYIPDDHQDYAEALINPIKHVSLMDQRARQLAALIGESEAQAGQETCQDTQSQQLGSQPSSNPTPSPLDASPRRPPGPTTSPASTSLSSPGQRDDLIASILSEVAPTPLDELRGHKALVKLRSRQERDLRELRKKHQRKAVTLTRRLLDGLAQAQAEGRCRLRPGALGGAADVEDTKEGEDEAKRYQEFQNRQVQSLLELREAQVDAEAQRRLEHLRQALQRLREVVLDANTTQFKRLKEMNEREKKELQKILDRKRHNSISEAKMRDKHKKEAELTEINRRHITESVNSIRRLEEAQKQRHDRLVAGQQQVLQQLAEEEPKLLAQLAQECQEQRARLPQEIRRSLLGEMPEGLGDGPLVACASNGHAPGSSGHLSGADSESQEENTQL
# DAX1 inh-1 – blocks DAX1 repression of SF-1 activated StAR promoter. inhibition, % at 6.8 µM. AID 652010. 370,000 compounds, 1.1% hits. HEK293T StAR-luciferase reporter, SF-1/DAX-1 repression relief;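 active = inhibition above the mean over all tested compounds plus 3 SD, cut at about 3.6% in these data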;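 note: 0% = DAX-1 cells with DMSO and 100% = cells lacking DAX-1 with DMSO; higher inhibition means more luminescence from relief of DAX-1 repression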
# FXN GAA850 act – activators of GAA850 frataxin (FXN) promoter. AID 540364. activation, % at 6 µM. 360,000 compounds, 0.56% hits. HEK293 lucGAA850 FXN promoter luciferase reporter, 24 h; percent of 10 µM SAHA response;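 active = activation above the average of all compounds screened plus 3 SD, cutoff fixed separately per campaign, cut at about 7.5% in these data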;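 note: 0% = DMSO wells and 100% = 10 µM SAHA wells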
# PG9 Ab binder – binds the HIV-1 gp120 antibody PG9. TR-FRET gp120-PG9 antibody binding. 360,000 compounds, 0.43% hits. inhibition, % at 6.7 µM; in the data active = inhibition above about 8.5%
# HGIII-sPLA2 inh – Inhibits HGIII-sPLA2 liposome hydrolysis, primary screen | Q9NZ20 | QFRET BODIPY PC-A2 liposome hydrolysis, fluorescence | inhibition, % at 12.2 µM | 370,000 compounds, 0.56% hits;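 active = inhibition above mean plus 3 SD of compounds lying within the high and low control bounds, cut at about 19% in these data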;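 note: 0% = median of test compound wells and 100% = no enzyme DMSO wells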
# hcDAF12 agonist – activators of H. contortus DAF-12 nuclear receptor; HEK293 hcDAF-12 lit1-tk-luc reporter, luminescence; 0% DMSO, 100% Δ7-dafachronic acid; activation, % at 6.8 µM; 370,000 compounds, 1.4% hits; AID 652067;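 active = activation above the mean of all tested compounds plus 3 SD, cut at about 5.5% in these data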;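 note: 100% = response to 3 µM Δ7-dafachronic acid high control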
# DAX1 inh-2 – inhibits human nuclear receptor DAX1. 340,000 compounds, 0.99% hits. HEK293 Gal4-DAX1 luciferase reporter, luminescence. AID 504766. P51843. inhibition, % at 6.75 µM;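 active = inhibition above the mean over all tested compounds plus 3 SD, cut at about 4.2% in these data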;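 note: 0% = DAX1-transfected cells with DMSO and 100% = empty-vector control cells with DMSO; inhibition shows as a rise in luminescence from relieved DAX1 repression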
# NR1D1 modulator – modulators of human Rev-erb alpha DNA binding | P20393 | Rev-erbα–FITC-DNA binding, fluorescence polarization, 90 min | activity, % at 10 µM | 370,000 compounds, 0.79% hits | AID 1259318;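 active = activity above about 14%, limit read from the data; passing the limit was not always enough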;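 note: 0% = DMSO wells with 35 nM protein and 100% = DMSO wells with 750 nM protein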
# ssDAF12 agonist – activators of S. stercoralis DAF-12 nuclear receptor. HEK293 ssDAF-12/GRIP1 lit1-tk-luc reporter, luminescence; % of 3 µM dafachronic acid response. activation, % at 6.8 µM. 370,000 compounds, 1% hits;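 active = activation above the mean over all tested compounds plus 3 SD, cut at about 0.9% in these data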;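 note: 0% = DMSO-only wells and 100% = 3 µM delta7-dafachronic acid wells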
# Starred values were filed as active, the others as inactive; · = no result given.
SMILES	ssDAF12 agonist	FXN GAA850 act	DAX1 inh-1	hgDAF-12 ag	hcDAF12 agonist	SMARCA2 activ	DAX1 inh-2	PLCb3 inh	HGIII-sPLA2 inh	PG9 Ab binder	NR1D1 modulator
O=S(=O)(N/N=C/c1ccc2c(c1)OCO2)c1ccc(Br)cc1	-0.3	0.8	0.4	-0.5	0.2	-1	0.1	-4	-4	-1.0	2
Cc1cc(OCC(=O)Nc2ncn[nH]2)ccc1Cl	-0.8	1.7	-0.3	2.1	0.8	2	0.5	1	4	0.7	-7
Cc1cc(N2CCNC[C@H]2C)ccc1N1CCN(Cc2ccccc2)[C@H](C)C1	-0.7	·	-0.6	-2.9	0.8	0	·	-2	7	-2.8	-1
CSc1nccc(NC(=O)c2ccc(C(C)(C)C)cc2)n1	-1.7	0.0	-1.1	-4.8	-3.9	-4	-4.4	2	8	1.3	7
COc1cccc(C(=O)Nc2cccc(-c3ccc(N4CCOCC4)nn3)c2)c1	-0.5	0.8	4.0*	4.5	0.3	7	0.8	-1	3	-0.2	-2
Cc1cc(-c2nnc(SCC(=O)Nc3cccc4ccccc34)n2N)n[nH]1	-0.9	·	-1.6	-0.4	-2.0	2	·	-1	17	·	-1
CCc1nnc(NC(=O)c2ccc(-c3ccc(C(C)=O)cc3)o2)s1	-1.0	-0.2	-0.1	0.8	0.1	1	0.0	-42	-1	-0.5	3
COc1ccc(N=Nc2c(N)nn(C)c2N)cc1	1.2*	0.2	2.6	9.5	1.0	6	3.9	5	5	-14	9
COc1ccccc1CNC(=O)c1cn(C)c2ccc(S(=O)(=O)N3CCCC3)cc2c1=O	-0.5	-1.3	0.2	-0.4	-2.0	5	0.0	-4	0	-1.8	-4
Cc1sc2ncn(CC(=O)NCC(=O)N3CCN(c4ccccc4F)CC3)c(=O)c2c1C	-0.5	2.8	-0.5	-1.3	0.2	-2	0.7	-6	4	-1.0	-5
COC(=O)C1=C(C(=O)OC)C2(OC1c1ccccc1C)C(=O)c1ccccc1C2=O (centres undefined)	-1.4	-1.1	-0.1	-0.9	0.7	-1	-1.0	-1	-10	0.3	1
CC(C)CN(C(=O)COC(=O)Cc1ccc(Cl)cc1)c1c(N)n(Cc2ccccc2)c(=O)[nH]c1=O	-0.8	0.0	2.0	-2.3	-1.8	-2	1.3	-8	7	1.1	3
CC1(C(=O)NCCc2c[nH]c3ccccc23)CCN1Cc1csc2ccccc12 (centres undefined)	-0.2	-1.8	-0.1	4.3	3.0	2	·	5	-68	1.4	-7
C/C(=C\C(=O)C(F)(F)F)Nc1ccc(C)cc1	-0.9	0.0	-0.6	1.4	-1.1	-3	-0.3	-2	11	-1.2	-4
CC(=O)c1cccc(NC(=O)COc2ccc3oc(=O)cc(C)c3c2)c1	-1.7	-0.3	-2.4	-4.6	-2.9	1	-1.4	-21	-4	-0.9	5
COCCNC(=O)c1cccc(OC2CCN(Cc3cccc(SC)c3)CC2)c1	-1.1	1.3	-0.5	-1.0	-3.5	-2	-0.9	-3	0	-1.4	4
Cc1[nH]nc2c1C(=O)CCC2	-0.9	-1.2	0.3	0.3	-0.9	-1	2.7	2	-9	-1.8	1
CC(=O)c1cccc(NC(=O)c2ccoc2C)c1	-1.4	2.1	-0.3	-2.6	-1.0	1	0.0	-2	-5	-3.6	-5
COc1ccc(C2C3C(=O)N(N(C)c4ncc(C(F)(F)F)cc4Cl)C(=O)C3ON2C)cc1 (centres undefined)	-1.1	1.1	-0.2	-0.1	-0.6	1	0.6	-3	6	0.3	-1
Cc1ccc(NC(=S)NN(C)c2cc(C)nc(C)n2)cc1	-1.7	-4.5	-0.1	-4.8	-2.6	-1	-0.2	0	18	3.6	5

# With a hit mark in DAX1 inh-1, of those listed so far:
SMILES,ssDAF12 agonist,DAX1 inh-1,hcDAF12 agonist,SMARCA2 activ,DAX1 inh-2,PLCb3 inh,HGIII-sPLA2 inh,PG9 Ab binder,NR1D1 modulator
COc1cccc(C(=O)Nc2cccc(-c3ccc(N4CCOCC4)nn3)c2)c1,-0.5,4.0*,0.3,7,0.8,-1,3,-0.2,-2

# Seven entries out of the list above, sorted by the value under NR1D1 modulator, rising.
molecule | NR1D1 modulator
Cc1sc2ncn(CC(=O)NCC(=O)N3CCN(c4ccccc4F)CC3)c(=O)c2c1C | -5
C/C(=C\C(=O)C(F)(F)F)Nc1ccc(C)cc1 | -4
COc1ccc(C2C3C(=O)N(N(C)c4ncc(C(F)(F)F)cc4Cl)C(=O)C3ON2C)cc1 (centres undefined) | -1
O=S(=O)(N/N=C/c1ccc2c(c1)OCO2)c1ccc(Br)cc1 | 2
COCCNC(=O)c1cccc(OC2CCN(Cc3cccc(SC)c3)CC2)c1 | 4
CC(=O)c1cccc(NC(=O)COc2ccc3oc(=O)cc(C)c3c2)c1 | 5
COc1ccc(N=Nc2c(N)nn(C)c2N)cc1 | 9

# Next compounds follow.
SMILES	ssDAF12 agonist	FXN GAA850 act	DAX1 inh-1	hgDAF-12 ag	hcDAF12 agonist	SMARCA2 activ	DAX1 inh-2	PLCb3 inh	HGIII-sPLA2 inh	PG9 Ab binder	NR1D1 modulator
COc1ccc(C(=O)NCCc2nnc3ccc(SCC(=O)NCc4ccccc4)nn23)cc1	-1.2	2.1	-0.4	0.0	3.3	-1	-0.6	-8	6	-1.9	-3
COCCN(C(=S)Nc1cccc(OC)c1)C1CCN(C(C)=O)CC1	0.0	3.0	0.3	2.4	2.8	0	-1.0	2	1	-1.9	-1
CC(=O)Oc1cccc(N2C(=O)c3ccccc3C2=O)c1	-1.5	-0.6	-0.4	-0.3	-2.4	2	1.8	4	-1	-5.0	0
Cc1nn(C)c(C)c1NC(=O)COc1ccc(Cl)cc1Br	-1.6	-1.6	-4.9	-6.2	-3.6	-3	-3.0	2	5	-2.8	1
COCCNC(=O)C1(C)CCCN(Cc2cccc(OC(=O)c3ccccc3)c2)C1 (centres undefined)	-1.2	0.3	0.0	1.8	-0.1	2	·	2	-15	-0.2	0
CC1CN(C(=S)Nc2ccccc2C(F)(F)F)CC(C)O1 (centres undefined)	-0.5	1.4	0.1	2.5	-1.1	0	0.0	-5	-5	0.5	-1
Cc1ccc(C2=[N+]([O-])C3(CCCCC/C3=N\O)N(O)C2(C)C)o1 (centres undefined)	-1.2	1.1	0.1	-1.8	-0.4	6	0.3	8	9	-2.2	9
Cn1cccc1C(=O)NCC1CCCCC1	-1.0	3.1	-0.6	10	-0.4	1	0.4	-4	-1	1.0	-3
COc1ccc(OCC(=O)Nc2ccc3c(c2)nc(CCN2CCN(c4ccccn4)CC2)n3C)cc1	-1.8	-2.2	-3.6	-6.6	-2.2	-6	-2.3	0	4	-1.9	3
O=C(CSc1ncccc1-c1nc2ccccc2[nH]1)NC1CC1	-1.3	-2.6	-0.2	0.2	-1.3	2	-1.8	-73	-4	-1.3	-3
N=c1c2c3c(sc2ncn1Nc1ccccc1)CCC3	-1.8	0.5	-0.5	0.2	0.8	-1	·	-6	9	-1.3	-2
CCOC(=O)NC(=O)CSc1nnc(C2CC2)n1Cc1ccco1	-1.2	-0.3	-0.7	-4.4	-0.1	1	-1.4	3	4	1.9	0
O=C(NC1CCCC1)C1C2C=CC3(CN(Cc4cccs4)C(=O)C13)O2 (centres undefined)	-0.6	1.9	2.4	0.3	2.0	-2	0.0	2	-3	29*	-1
COc1cc(C)c(Br)cc1S(=O)(=O)NCCN1CCOCC1	-1.3	1.1	0.2	1.1	-1.7	-1	1.4	2	0	0.8	-5
O=C1CC(c2ccccc2Cl)C2=C(COC2=O)N1 (centres undefined)	-1.7	-2.1	0.3	-1.4	-2.4	-3	0.6	4	4	-0.2	-6
Cn1c(=O)c(-c2ccccc2[N+](=O)[O-])c(Cl)c2ccccc21	-0.6	0.7	0.2	-1.5	-0.5	2	-0.9	-8	-2	-0.5	1
O=C(C1CCC(=O)N1Cc1ccccc1Cl)N1CCN(c2cccc(Cl)c2)CC1 (centres undefined)	-1.4	-0.8	-0.5	-2.3	-1.6	0	-0.2	-2	-13	-0.2	1
Cn1ccnc1SCC(=O)Nc1cccc2ccccc12	-1.5	-0.6	0.4	2.8	2.0	3	0.6	-1	5	-2.1	-4
CN(c1nc(-c2ccc(Br)cc2)cs1)C1CCS(=O)(=O)C1 (centres undefined)	-1.6	5.5	0.2	3.9	0.7	3	0.4	-3	3	0.3	5
COc1ccc(NC(=O)CN(C)C(=O)Cc2c[nH]c3ccccc23)cc1	0.4	1.1	1.2	0.2	6.4*	-4	0.7	-4	-59	-1.3	-3

# Fetched by structure from above (two):
SMILES	ssDAF12 agonist	FXN GAA850 act	DAX1 inh-1	hgDAF-12 ag	hcDAF12 agonist	SMARCA2 activ	DAX1 inh-2	PLCb3 inh	HGIII-sPLA2 inh	PG9 Ab binder	NR1D1 modulator
Cn1cccc1C(=O)NCC1CCCCC1	-1.0	3.1	-0.6	10	-0.4	1	0.4	-4	-1	1.0	-3
CCOC(=O)NC(=O)CSc1nnc(C2CC2)n1Cc1ccco1	-1.2	-0.3	-0.7	-4.4	-0.1	1	-1.4	3	4	1.9	0

# Following part
SMILES	ssDAF12 agonist	FXN GAA850 act	DAX1 inh-1	hgDAF-12 ag	hcDAF12 agonist	SMARCA2 activ	DAX1 inh-2	PLCb3 inh	HGIII-sPLA2 inh	PG9 Ab binder	NR1D1 modulator
COc1cccc(CC2(CO)CCCN(Cc3cn[nH]c3-c3ccccc3)C2)c1 (centres undefined)	-1.2	-0.7	0.2	-1.0	-1.1	-2	-0.3	0	-28	0.2	1
CC(C(=O)NCc1ccccc1)N1C(=O)CN(C)C(=O)c2ccccc21 (centres undefined)	-0.2	-1.1	0.4	5.0	-1.4	-1	0.2	-1	2	0.5	-2
CSc1ncnc2[nH]ccc12	-0.7	0.0	-0.8	-0.9	-2.0	-2	2.1	0	-2	-0.2	3
C=CCn1c(SCC(=O)NC2CC2)nnc1-c1ccccn1	-1.5	0.7	1.0	-3.3	-1.5	-1	-0.5	-10	8	0.6	11
CC(=NCc1ccco1)C1=C(O)c2ccccc2C1=O	-1.1	4.8	0.1	3.2	-0.3	0	0.3	-27	2	-1.1	-2
Cn1c(=O)c2c(ncn2CC(=O)N2CCCCCC2)n(C)c1=O	-1.8	-1.8	0.3	-1.6	-1.0	-1	2.3	-6	4	1.6	0
O=c1[nH]c2ccccc2cc1CN(c1ccccc1)S(=O)(=O)c1ccccc1	-1.1	1.8	-0.4	-3.3	2.6	2	0.4	0	2	18*	18
Cn1c(SCC(=O)c2ccccc2)nnc1-c1cccnc1	-1.6	1.1	0.4	2.1	0.3	2	-1.2	3	4	1.2	-1

# High-throughput results (PubChem)
